MITF primary – blocks human microphthalmia-associated transcription factor; O75030; inhibition, % at 2.6 µM; AlphaScreen MITF homodimerization, bead proximity signal; AID 1259374; 650,000 tested, 0.91% active; in the data active means inhibition above about 50%;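 further: 0% = vehicle wells with protein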
Target sequence (O75030 whole entry, looked up): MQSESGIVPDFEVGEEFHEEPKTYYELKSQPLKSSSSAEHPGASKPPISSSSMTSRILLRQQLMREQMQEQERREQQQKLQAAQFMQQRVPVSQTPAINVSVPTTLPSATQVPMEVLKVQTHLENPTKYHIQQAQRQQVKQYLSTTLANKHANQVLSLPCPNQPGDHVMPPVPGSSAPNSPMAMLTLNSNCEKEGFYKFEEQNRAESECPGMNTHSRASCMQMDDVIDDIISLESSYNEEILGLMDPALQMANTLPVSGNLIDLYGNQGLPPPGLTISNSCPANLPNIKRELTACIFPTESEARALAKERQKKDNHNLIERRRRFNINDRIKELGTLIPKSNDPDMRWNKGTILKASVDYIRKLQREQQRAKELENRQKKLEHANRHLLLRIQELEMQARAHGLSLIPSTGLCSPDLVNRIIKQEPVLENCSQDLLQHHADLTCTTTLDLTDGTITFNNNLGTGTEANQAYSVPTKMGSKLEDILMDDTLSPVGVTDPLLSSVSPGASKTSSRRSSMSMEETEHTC
GPR151 activ – activators of human GPR151 | Q8TDV0 | AID 1508602 | activation, % at 11.2 µM | PathHunter beta-arrestin GPR151 cells, luminescence | 650,000 tested, 1% active; in the data active means activation above about 4.9%;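 further: 0% = median of compound wells and 100% = cells with positive control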
Target sequence (Q8TDV0 whole entry, looked up): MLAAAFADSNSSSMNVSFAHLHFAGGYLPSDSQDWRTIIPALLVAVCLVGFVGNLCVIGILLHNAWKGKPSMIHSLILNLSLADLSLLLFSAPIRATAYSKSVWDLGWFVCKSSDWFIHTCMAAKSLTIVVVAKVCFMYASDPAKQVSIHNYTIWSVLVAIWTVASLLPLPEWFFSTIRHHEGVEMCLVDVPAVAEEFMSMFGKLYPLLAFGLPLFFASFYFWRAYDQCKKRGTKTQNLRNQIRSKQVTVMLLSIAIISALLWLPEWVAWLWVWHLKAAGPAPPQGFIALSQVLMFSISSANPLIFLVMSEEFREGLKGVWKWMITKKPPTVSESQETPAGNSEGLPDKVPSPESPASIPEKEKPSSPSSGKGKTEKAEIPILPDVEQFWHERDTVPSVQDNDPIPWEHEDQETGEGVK
TEAD-YAP inh – TEAD-YAP interaction inhibition. inhibition, % at 9.12 µM. HEK-TIYL cells, TEAD-Gal4/YAP UAS-luciferase luminescence. AID 1259422. 640,000 tested, 1.4% active; in the data active means inhibition above about 32%;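 further: 0% = median of test compound wells and 100% = reference inhibitor wells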
FBW7 activator – activators of human E3 ligase FBW7. AlphaScreen FBW7–phospho-cyclin E peptide binding, activator screen. normalized activity (activation), % at 26.1 µM. 650,000 tested, 0.13% active. AID 1259310; in the data active means normalized activity above about 1.9%;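 further: purified mutant Fbw7 with reduced substrate affinity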
Numbers without * were called inactive.

How did CC1=C/C(=N/S(=O)(=O)c2ccc(C)cc2)C=C(O/N=C(/C)c2ccccc2)C1=O do in these assays?
MITF primary: 46; GPR151 activ: 2.4; TEAD-YAP inh: -3; FBW7 activator: 0.0

How did O=C(NC1CCN(Cc2ccccc2)CC1)c1csc(NCc2cccnc2)n1 do in these assays?
MITF primary: 4; GPR151 activ: 5.0*; TEAD-YAP inh: 10; FBW7 activator: 0.0

What do the screens show for `O=C(Nc1nnc(-c2cccc([N+](=O)[O-])c2)s1)c1c(F)cccc1Cl`?
MITF primary: 4; GPR151 activ: -2.1; TEAD-YAP inh: 10; FBW7 activator: 0.1

What do the screens show for `Cc1ccccc1N=C1S/C(=C\c2ccccc2)C(=O)N1c1ccccc1C`?
MITF primary: 4; GPR151 activ: 0.3; TEAD-YAP inh: 7; FBW7 activator: -0.1

Results for CCOC(=O)C1=C(C)NC2=C(C(=O)CC(C)(C)C2)C1c1cccnc1 (stereo not given) ?
MITF primary: 4; GPR151 activ: -1.9; TEAD-YAP inh: 1; FBW7 activator: 0.1

What do the screens show for `Cc1ccc(C)c(N2CCN(c3nc4ccccc4n4c(C)nnc34)CC2)c1`?
MITF primary: 8; GPR151 activ: -1.1; TEAD-YAP inh: 12; FBW7 activator: 0.0

Results for O=c1nc2s/c(=C/c3ccccn3)c(=O)n2nc1-c1ccccc1 ?
MITF primary: 3; GPR151 activ: -1.5; TEAD-YAP inh: -9; FBW7 activator: -0.1

How did Cc1ccc(C(=O)Nc2cccc(-c3nc4cc(C)c(C)cc4o3)c2)cc1 do in these assays?
MITF primary: 9; GPR151 activ: -1.1; TEAD-YAP inh: 8; FBW7 activator: 0.3

What do the screens show for `COC(=O)c1sccc1NS(=O)(=O)c1ccc(OC)cc1`?
MITF primary: 8; GPR151 activ: 1.4; TEAD-YAP inh: -1; FBW7 activator: 0.0

How did COc1ccc(S(=O)(=O)Nc2ccc3ccccc3c2)cc1NC(C)=O do in these assays?
MITF primary: 8; GPR151 activ: 3.1; TEAD-YAP inh: -8; FBW7 activator: 0.1

Results for CCCNC(=O)C1CCN(S(=O)(=O)c2c(C)noc2/C=C/c2cccs2)CC1 ?
MITF primary: 4; GPR151 activ: 0.6; TEAD-YAP inh: 1; FBW7 activator: -0.3

How did C=CCOc1ccccc1CN1CCC(C2(Cc3ccccc3F)NC(=O)NC2=O)CC1 (stereo not given) do in these assays?
MITF primary: 14; GPR151 activ: 0.2; TEAD-YAP inh: 0; FBW7 activator: -0.1

What do the screens show for `CCOC(=O)C(CC)n1cnc2c(oc3ccccc32)c1=O` (stereo not given)?
MITF primary: 4; GPR151 activ: -0.1; TEAD-YAP inh: -2; FBW7 activator: 0.0

Results for COc1ccc(/C=C2\SC(=O)NC2=O)cc1[N+](=O)[O-] ?
MITF primary: 17; GPR151 activ: -1.2; TEAD-YAP inh: -12; FBW7 activator: -0.1

How did O=C1CC(NC2CC2)C(=O)N1c1ccc(N2C(=O)CC(NC3CC3)C2=O)cc1 (stereo not given) do in these assays?
MITF primary: 24; GPR151 activ: 0.8; TEAD-YAP inh: -2; FBW7 activator: 0.8

In the list so far, three have an aryl methoxy group:
What do the screens show for `COC(=O)c1sccc1NS(=O)(=O)c1ccc(OC)cc1`?
MITF primary: 8; GPR151 activ: 1.4; TEAD-YAP inh: -1; FBW7 activator: 0.0

How did COc1ccc(S(=O)(=O)Nc2ccc3ccccc3c2)cc1NC(C)=O do in these assays?
MITF primary: 8; GPR151 activ: 3.1; TEAD-YAP inh: -8; FBW7 activator: 0.1

Results for COc1ccc(/C=C2\SC(=O)NC2=O)cc1[N+](=O)[O-] ?
MITF primary: 17; GPR151 activ: -1.2; TEAD-YAP inh: -12; FBW7 activator: -0.1

(more compounds)
Results for CNC(=O)Cn1nc(C)c2ccccc2c1=O ?
MITF primary: 3; GPR151 activ: 1.7; TEAD-YAP inh: 3; FBW7 activator: 0.0

How did O=c1c(S(=O)(=O)c2ccccc2)c[nH]c2c(F)cc(F)cc12 do in these assays?
MITF primary: -6; GPR151 activ: -0.7; TEAD-YAP inh: -4; FBW7 activator: -0.1

How did Cc1c(C(=O)n2nnc3ccccc32)cccc1[N+](=O)[O-] do in these assays?
MITF primary: 5; GPR151 activ: 0.1; TEAD-YAP inh: 9; FBW7 activator: -0.1

What do the screens show for `Cc1cc(C=Nc2ccc(O)cc2)c(C)n1C`?
MITF primary: 18; GPR151 activ: -0.6; TEAD-YAP inh: 8; FBW7 activator: -0.1

Results for O=C(c1ccccc1)N1CCC(c2nc3c(nnn3Cc3ccco3)c(=O)[nH]2)CC1 ?
MITF primary: -4; GPR151 activ: -0.7; TEAD-YAP inh: -15; FBW7 activator: -0.1

How did CN1CCN(c2ccc(-c3cncc(C(=O)NCCOc4ccccc4)c3)cc2)CC1 do in these assays?
MITF primary: 0; GPR151 activ: -0.7; TEAD-YAP inh: 2; FBW7 activator: -0.2

How did Cc1ccccc1-c1nc(CS(=O)CC(=O)NC2CC2)c(C)o1 (stereo not given) do in these assays?
MITF primary: -1; GPR151 activ: -0.4; TEAD-YAP inh: 0; FBW7 activator: 0.1

How did CN(Cc1ccccc1)S(=O)(=O)c1ccc(NC(=O)/C=C/c2ccc(F)cc2)cc1 do in these assays?
MITF primary: -6; GPR151 activ: -0.9; TEAD-YAP inh: 3; FBW7 activator: 0.0

Results for Cc1n[nH]c(C)c1CCC(=O)N/N=C/c1ccccc1F ?
MITF primary: 15; GPR151 activ: 1.1; TEAD-YAP inh: -8; FBW7 activator: -0.1

What do the screens show for `Cc1cccn2c(=O)c(/C=C3\SC(=S)N(C)C3=O)c(NCc3ccco3)nc12`?
MITF primary: -2; GPR151 activ: 1.8; TEAD-YAP inh: 3; FBW7 activator: 0.1

How did Cc1cccc(NC(=O)c2ccc(NCCCN3CC(C)CC(C)C3)c([N+](=O)[O-])c2)c1 (stereo not given) do in these assays?
MITF primary: 10; GPR151 activ: -0.4; TEAD-YAP inh: -2; FBW7 activator: -0.1

What do the screens show for `CCOC(=O)N1CCN(S(=O)(=O)c2ccc(C(=O)Nc3nc(-c4ccc(CC)cc4)cs3)cc2)CC1`?
MITF primary: 3; GPR151 activ: 0.2; TEAD-YAP inh: -6; FBW7 activator: 1.1

Results for CCCNC(=O)c1ccc2c(c1)nc(C)n2-c1cccc(F)c1 ?
MITF primary: 4; GPR151 activ: 1.1; TEAD-YAP inh: 6; FBW7 activator: 0.0

How did O=C(COC(=O)c1ccccc1-c1ccccc1[N+](=O)[O-])c1ccc(Br)cc1 do in these assays?
MITF primary: 0; GPR151 activ: 0.7; TEAD-YAP inh: -5; FBW7 activator: -0.1

What do the screens show for `CC(C)n1cnc2c(NC3CCN(Cc4ccccc4)CC3)nc(Nc3ccccn3)nc21`?
MITF primary: 13; GPR151 activ: -0.5; TEAD-YAP inh: 30; FBW7 activator: 0.0

How did O=C(NCc1cccc(C(F)(F)F)c1)c1ccc(CN2CCCCC2)[nH]c1=O do in these assays?
MITF primary: -27; GPR151 activ: -0.4; TEAD-YAP inh: 0; FBW7 activator: 0.0

Results for COc1ccccc1-n1cc(CN2CCN(CC=C(C)C)C(CCO)C2)cn1 (stereo not given) ?
MITF primary: 9; GPR151 activ: -1.7; TEAD-YAP inh: 4; FBW7 activator: 0.1

What do the screens show for `CC(=O)Nc1ccc(S(=O)(=O)Nc2nccc(/C=C/c3ccc(Cl)cc3)n2)cc1`?
MITF primary: -1; GPR151 activ: 1.9; TEAD-YAP inh: -8; FBW7 activator: 0.1

How did O=C(c1nc2ccc(Cl)cn2c1CNCCc1cscn1)N1CCCCCCC1 do in these assays?
MITF primary: -5; GPR151 activ: 0.7; TEAD-YAP inh: 1; FBW7 activator: -0.1

Results for CCCCn1c(CC)nc2ccccc21 ?
MITF primary: -7; GPR151 activ: 0.1; TEAD-YAP inh: -6; FBW7 activator: 0.0

How did CCOC(=O)c1c(-c2cccs2)csc1NC(=O)c1ccccc1I do in these assays?
MITF primary: 10; GPR151 activ: -0.4; TEAD-YAP inh: -4; FBW7 activator: 0.2

Results for O=C(Nc1ccc([N+](=O)[O-])cc1Br)c1ccc(Br)o1 ?
MITF primary: -13; GPR151 activ: 0.4; TEAD-YAP inh: -10; FBW7 activator: -0.1

How did O=C(CSc1ccc2nnc(-c3ccncc3)n2n1)OCc1ccccc1 do in these assays?
MITF primary: 13; GPR151 activ: -0.2; TEAD-YAP inh: 4; FBW7 activator: -0.2

How did CCOC(=O)c1sc2ncnc(NCCOC)c2c1C do in these assays?
MITF primary: -15; GPR151 activ: 0.0; TEAD-YAP inh: -11; FBW7 activator: 0.0

Results for Fc1cccc(Cl)c1CSc1ccc(-c2ccccn2)nn1 ?
MITF primary: 1; GPR151 activ: -1.1; TEAD-YAP inh: -56; FBW7 activator: -0.1

What do the screens show for `Cc1ccccc1OCC(=O)NCC(=O)OCc1ccc(Br)cc1`?
MITF primary: -18; GPR151 activ: -1.2; TEAD-YAP inh: 5; FBW7 activator: 0.1

Results for Cc1cnn(C(=S)NCC2CCCO2)c1 (stereo not given) ?
MITF primary: -7; GPR151 activ: 2.5; TEAD-YAP inh: -11; FBW7 activator: -0.2

What do the screens show for `O=C(N1CCCC1)C12CCC3CC(CC(C3)C1)C2`?
MITF primary: 6; GPR151 activ: 0.3; TEAD-YAP inh: 10; FBW7 activator: 0.2

What do the screens show for `Cc1ccc(NC(=O)CSc2nnc3c(n2)[nH]c2ccc(S(=O)(=O)N(C)C)cc23)cc1`?
MITF primary: 5; GPR151 activ: 1.5; TEAD-YAP inh: -5; FBW7 activator: 0.1

How did CCOC(=O)C1=c2s/c(=C/c3ccccc3OC)c(=O)n2C(N)=C(C(=O)OC)C1c1ccccc1OC (stereo not given) do in these assays?
MITF primary: 7; GPR151 activ: 0.5; TEAD-YAP inh: -6; FBW7 activator: 0.2

How did OCCNCCCCCCOc1cccc(Cl)c1Cl do in these assays?
MITF primary: -3; GPR151 activ: 0.2; TEAD-YAP inh: -36; FBW7 activator: 0.2

What do the screens show for `COC(=O)c1sccc1-n1c(N)c(C#N)c(N)c(C#N)c1=S`?
MITF primary: -3; GPR151 activ: -0.7; TEAD-YAP inh: -37; FBW7 activator: 0.0

How did O=C(CCCn1sc2ccccc2c1=O)NCc1ccco1 do in these assays?
MITF primary: 11; GPR151 activ: 0.0; TEAD-YAP inh: 2; FBW7 activator: -0.2

How did O=C1OC(c2ccc(F)cc2)=N/C1=C\c1ccc(OCc2ccccc2)cc1 do in these assays?
MITF primary: 3; GPR151 activ: -0.4; TEAD-YAP inh: 3; FBW7 activator: 0.0

Results for CCC(NC(=O)Nc1ccc(OC)cc1)(C(F)(F)F)C(F)(F)F ?
MITF primary: -5; GPR151 activ: -0.2; TEAD-YAP inh: 7; FBW7 activator: 0.0

How did Cc1cc(C)n(C(=O)c2cc3c(s2)CCCC3)n1 do in these assays?
MITF primary: 6; GPR151 activ: 0.5; TEAD-YAP inh: 3; FBW7 activator: 1.0

How did CNC(=O)c1cc(F)ccc1Nc1cc(Nc2ccc3c(c2)CC(=O)N3)ncc1C(F)(F)F do in these assays?
MITF primary: 4; GPR151 activ: -1.8; TEAD-YAP inh: 1; FBW7 activator: -0.1

How did COc1cccc(NC(=O)c2ccc(CSc3ccc(Cl)cc3)cc2)c1 do in these assays?
MITF primary: 19; GPR151 activ: 0.2; TEAD-YAP inh: 1; FBW7 activator: -0.1

How did CCOc1ccccc1OCCc1c(C)n[nH]c1C do in these assays?
MITF primary: 16; GPR151 activ: -1.1; TEAD-YAP inh: -7; FBW7 activator: 0.4

How did CC(=O)c1ccc(OCCCC(=O)NNC(=O)c2ccccc2F)cc1 do in these assays?
MITF primary: -11; GPR151 activ: 0.2; TEAD-YAP inh: -15; FBW7 activator: -0.1

Results for CN(CC(=O)Nc1ccc2c(c1)OCO2)S(=O)(=O)c1ccccc1 ?
MITF primary: 9; GPR151 activ: 0.1; TEAD-YAP inh: -32; FBW7 activator: 0.2

How did CCOc1ccc(OCCOc2ccccc2OC)cc1 do in these assays?
MITF primary: -9; GPR151 activ: -0.8; TEAD-YAP inh: -16; FBW7 activator: 0.0

What do the screens show for `O=C(Nc1ccccc1C(F)(F)F)N1CCN(c2ccc3nncn3n2)CC1`?
MITF primary: 10; GPR151 activ: 3.8; TEAD-YAP inh: -5; FBW7 activator: 0.0

What do the screens show for `Cc1ccc(C(=O)Nc2ccncc2)o1`?
MITF primary: -8; GPR151 activ: -2.2; TEAD-YAP inh: 6; FBW7 activator: -0.1

What do the screens show for `COc1ccc(N2CCN(C(=O)CCCN3C(=O)c4cccc5cccc(c45)C3=O)CC2)cc1`?
MITF primary: -5; GPR151 activ: -1.4; TEAD-YAP inh: -1; FBW7 activator: 0.0

What do the screens show for `COc1ccc(/C=C/C(=O)c2ccc(O)cc2O)cc1`?
MITF primary: 9; GPR151 activ: -3.6; TEAD-YAP inh: 8; FBW7 activator: 0.0

Results for CCn1nnc2c(SCc3cc(OC)cc(OC)c3)ncnc21 ?
MITF primary: 7; GPR151 activ: -2.6; TEAD-YAP inh: -13; FBW7 activator: 0.8

Results for COc1ccccc1-n1c(SCc2cccc([N+](=O)[O-])c2)nc2c(sc(=S)n2-c2ccccc2)c1=O ?
MITF primary: 4; GPR151 activ: 3.3; TEAD-YAP inh: -12; FBW7 activator: -0.1

Among those listed so far, these contain bromine.
How did O=C(COC(=O)c1ccccc1-c1ccccc1[N+](=O)[O-])c1ccc(Br)cc1 do in these assays?
MITF primary: 0; GPR151 activ: 0.7; TEAD-YAP inh: -5; FBW7 activator: -0.1

Results for O=C(Nc1ccc([N+](=O)[O-])cc1Br)c1ccc(Br)o1 ?
MITF primary: -13; GPR151 activ: 0.4; TEAD-YAP inh: -10; FBW7 activator: -0.1

What do the screens show for `Cc1ccccc1OCC(=O)NCC(=O)OCc1ccc(Br)cc1`?
MITF primary: -18; GPR151 activ: -1.2; TEAD-YAP inh: 5; FBW7 activator: 0.1
